Vif-APOBEC3F blk = blocks the Vif interaction with APOBEC3F; AID 602313; HeLa A3F-eYFP + Vif (tagged APOBEC3F with the HIV-1 protein that degrades it), YFP fluorescence increase; 0.2% of 390,000 active; Potency, µM (doses to about 46.1 µM), without a hit: at the highest dose activity, negative = active; note: potency is the fitted concentration of half-maximal effect; % of control where 0% means no effect; nearly all actives have a fitted effect of over 65% in size
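HeLa cells stably expressing A3F-eYFP plus Vif, plated and incubated overnight at 37 deg C, then exposed to compounds overnight at 37 deg C. Blocked degradation read as raised yellow fluorescence (Ex 488/Em 500-530).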
Glioma ERSR ind = induces the endoplasmic reticulum stress response in human glioma cells; 0.02% of 420,000 active; Potency, µM, without a hit: top-dose activation, usual class: activators; U87-MG GRP78 promoter luciferase reporter, 16 h; AID 602332; note: potency is the fitted concentration of half-maximal effect; series mostly up to about 76 µM; % of control where 0% means no effect; nearly all actives have a fitted effect of over 35% in size
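Stably transfected U87-MG human glioma cells carrying a GRP78-based luminescent sensor were seeded at 1000 cells/well, pin-dosed with compounds and incubated 16 h. Luciferase reagent was then added, and end-point luminescence was read after 10 min at room temperature.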
TrxR1 inh = rat TrxR1 inhibition | 1% of 390,000 active | recombinant rTrxR1, NADPH fluorescence consumption, selenite substrate | Potency, µM (series often up to 114 µM), inactives show top-dose activity change, negative = inhibition, actives largely listed as inhibitors | O89049 | AID 588453; note: potency is the fitted concentration of half-maximal effect; % is set by controls: 0 for no effect and ±100 for the full control effect; nearly all actives have a fitted effect of over 65% in size
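Rat TrxR1 (90 nM in the dispensed reagent) was pre-reduced with 400 uM NADPH for 5 min at room temperature, then incubated with compound for 15 min. After 400 uM selenite was added, NADPH fluorescence (Ex 340/Em 450 nm) was followed for 8 min.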
RGS4 inhibitor = inhibitors of human regulator of G protein signaling 4. Potency, µM (highest dose often 114 µM), inactives show top-dose activity change, negative = inhibition, actives largely listed as inhibitors. Transcreener GDP fluorescence polarization, RGS4-accelerated GTP hydrolysis. AID 504845. 0.039% of 390,000 active; note: potency is the fitted concentration of half-maximal effect; % is set by controls: 0 for no effect and ±100 for the full control effect; nearly all actives have a fitted effect of over 75% in size; some results filed as inactive show a strong effect at the top dose
Target sequence (P49798 whole entry, looked up): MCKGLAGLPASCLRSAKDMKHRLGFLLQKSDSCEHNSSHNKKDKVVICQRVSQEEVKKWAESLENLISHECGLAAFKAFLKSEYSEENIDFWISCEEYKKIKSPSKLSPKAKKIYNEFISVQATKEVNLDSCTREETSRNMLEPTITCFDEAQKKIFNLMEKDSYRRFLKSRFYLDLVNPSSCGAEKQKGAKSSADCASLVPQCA
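MLSMR compounds (23 nl, pin-transferred) preincubated 10 min at room temperature with a 500nM (2x) first reagent, then RGS4 at 900nM (2x) plus Transcreener GDP mix added; fluorescence polarization (620/688 nm) read before and after 90 min at 30 °C.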
LDHA block = inhibitors of human lactate dehydrogenase A. P00338. purified LDHA, NADH/diaphorase-resazurin fluorescence; active compounds read low. activity change, % (values are at about 110 or 230 µM). 0.15% of 480,000 active. AID 1347041; in the data active = activity change below about -30%; inconclusive = mostly about -25% to -30%;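 note: plate controls were DMSO wells for no effect and wells without enzyme for full effect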
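Human LDH5 at 2 nM final in Tris HCl pH 7.4 with 0.06 mM NADH and 0.2 mM pyruvate, reacted 5 minutes at room temperature. Remaining NADH coupled via diaphorase/resazurin; resorufin fluorescence read at 0 and 20 minutes, normalized to enzyme-free and DMSO wells.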
USP1-UAF1 inh = inhibitors of human USP1/UAF1 deubiquitinase; O94782; recombinant USP1/UAF1, Ub-Rhodamine cleavage fluorescence; Potency, µM (titrated, usually from 57.1 µM), without a hit: at the top dose activity change, negative = inhibition, hits mostly inhibitors; 0.23% of 390,000 active; AID 743255; note: potency is the fitted concentration of half-maximal effect; % is set by controls: 0 for no effect and ±100 for the full control effect; nearly all actives have a fitted effect of over 60% in size; inactives centre near -12
Target sequence (O94782 whole entry, looked up): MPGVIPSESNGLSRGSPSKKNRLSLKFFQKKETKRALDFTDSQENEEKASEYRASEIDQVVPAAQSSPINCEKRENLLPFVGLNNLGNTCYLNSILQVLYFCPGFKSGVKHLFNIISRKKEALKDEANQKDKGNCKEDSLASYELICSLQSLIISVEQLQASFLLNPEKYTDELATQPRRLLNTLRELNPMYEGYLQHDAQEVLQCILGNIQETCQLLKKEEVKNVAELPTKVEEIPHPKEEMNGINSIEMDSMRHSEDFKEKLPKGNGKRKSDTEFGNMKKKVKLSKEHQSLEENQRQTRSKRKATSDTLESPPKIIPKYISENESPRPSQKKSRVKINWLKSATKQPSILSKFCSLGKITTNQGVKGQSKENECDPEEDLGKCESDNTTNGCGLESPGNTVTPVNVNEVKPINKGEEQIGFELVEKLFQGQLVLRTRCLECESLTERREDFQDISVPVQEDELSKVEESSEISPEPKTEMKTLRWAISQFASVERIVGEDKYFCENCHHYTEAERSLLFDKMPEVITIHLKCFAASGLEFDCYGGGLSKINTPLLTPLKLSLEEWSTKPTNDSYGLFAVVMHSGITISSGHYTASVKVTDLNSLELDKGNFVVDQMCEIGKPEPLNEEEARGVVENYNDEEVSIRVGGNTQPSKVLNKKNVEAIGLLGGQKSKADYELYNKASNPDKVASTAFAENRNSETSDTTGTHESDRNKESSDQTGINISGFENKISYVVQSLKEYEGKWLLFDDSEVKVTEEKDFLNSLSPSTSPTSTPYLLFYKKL
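High-throughput fluorogenic screen: 1nM USP1/UAF1 complex, Ub-Rho substrate 150nM final, 50mM HEPES pH 7.8 with 0.5mM EDTA, 0.1 mg/ml BSA, 1mM TCEP and 0.01% Tween-20.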
IDH1 R132H inh = human IDH1 R132H inhibition; O75874; IDH1-R132H enzyme, NADPH consumption, diaphorase/resazurin fluorescence; Potency, µM (top dose mostly 76.6 µM), inactives show at the top dose activity change, negative = inhibition, most hits filed as inhibitors; 0.093% of 390,000 active; AID 602179; note: potency is the fitted concentration of half-maximal effect; % is set by controls: 0 for no effect and ±100 for the full control effect; nearly all actives have a fitted effect of over 65% in size
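IDH1-R132H (0.5 ug/mL dispensed) in pH 7.5 Tris buffer was preincubated 30 min with compound, then given a substrate mix of 0.016 mM NADPH and 2 mM alpha-KG for 80 min at room temperature; remaining NADPH was read by diaphorase/resazurin fluorescence.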
Vif-APOBEC3G blk = Vif-A3G binding inhibition; Potency, µM (highest dose often 46.1 µM), for the others: at the top dose activity, negative = active, actives largely listed as inhibitors; HeLa A3G-eYFP + Vif (tagged APOBEC3G with the HIV-1 protein that degrades it), YFP fluorescence, overnight; AID 602310; Q9HC16; 0.076% of 410,000 active;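 note: potency is the fitted concentration of half-maximal effect; % is set by controls: 0 for no effect and ±100 for the full control effect; nearly all actives have a fitted effect of over 60% in size; hits raise eYFP signal because A3G escapes Vif-driven loss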
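HeLa cells stably expressing Vif and C-terminally eYFP-tagged A3G, seeded overnight at 37 deg C, then exposed to compound by pintool overnight at 37 deg C. Rise in yellow fluorescence (Ex 488/Em 500-530, Acumen) marks blocked Vif-driven A3G degradation.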
TrxR1 substrate = substrates of rat thioredoxin reductase 1; 0.01% of 390,000 active; AID 588456; Potency, µM (doses to about 114 µM), inactives show at the highest dose activity change, negative = substrate turnover; purified TrxR1 substrate turnover, NADPH consumption readout; note: potency is the fitted concentration of half-maximal effect; % is set by controls: 0 for no effect and ±100 for the full control effect; nearly all actives have a fitted effect of over 50% in size
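Rat TrxR1, dispensed at 90 nM, was prereduced with 400 uM NADPH (final) for 5 min at ~22 deg C, then incubated with compound 15 min before 400 uM selenite. A first-read NADPH fluorescence drop versus no-compound background flagged substrates.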
Numbers without * were called inactive; ? = inconclusive; . = no result given; & = joins results of further samples; [ ] = remark or other dose. Unless noted, calls come from the whole dose curve; as a rule, active = well fitted curve in the direction sought with a large enough effect; inconclusive = small, poorly fitted or top-dose-only effect, or another doubt; inactive = no such curve, though single readings can be large; an effect the other way counts as inactive or inconclusive.

The line under a structure holds: Vif-APOBEC3F blk	Glioma ERSR ind	TrxR1 inh	RGS4 inhibitor	LDHA block	USP1-UAF1 inh	IDH1 R132H inh	Vif-APOBEC3G blk	TrxR1 substrate
N#Cc1nc(-c2ccc(F)cc2)oc1N1CCC(C(N)=O)CC1
    -7%	-4%	-2%	30%	-13	-3%	9%	0%	240%[activator]
Cc1ccc2nc(-c3ccc(NC(=O)CSCC(=O)O)cc3)sc2c1
    4%	-5%	-9%	-10%	-7	-10%	2%	-2%	199%[activator]
CCOc1ccccc1NC(=O)Cn1c(=O)n(-c2ccc(C)cc2)c(=O)c2c1cnn2C
    -8%	-2%	30%	13%	0	-13%	-8%	-2%	4%
CCCCC(=O)OCc1cc(=O)n2nc(C3CC3)sc2n1
    -4%	-1%	-2%[57.1 µM]	-23%	2	-7%	0%	3%	-6%[57.1 µM]
COc1ccc(-n2nc3c(c2NC(=O)C2CC2)CS(=O)(=O)C3)cc1
    -3%	-3%	1%	38%	-11	-17%	-3%	4%	5%
CC(NC(=O)[C@H](C)NC(=O)c1ccco1)c1ccc(S(N)(=O)=O)cc1 (stereo not given in full)
    2%	-4%	17%	6%	-12	-3%	0%	3%	3%
CCOc1ccc(C(=O)c2cn(Cc3ccc(Cl)cc3)c3cc(OC)c(OC)cc3c2=O)cc1
    6%	-3%	3%	-26%	-1	-2%	-14%	-2%	2%
OCc1n[nH]c(CO)n1
    -7%	-4%	-1%	-7%	-6	-8%	2%	-1%	-2%
CCN(CC(=O)NCc1ccc(F)cc1)C(=O)CN1CCN(c2ccccc2OC)CC1
    -9%	-4%	9%[57.1 µM]	-23%	-1	?	0%	0%	-19%[57.1 µM]
O=C(Nc1ccc(N2CCOCC2)c(S(=O)(=O)Nc2ccccc2Cl)c1)c1ccc(=O)[nH]n1
    4%	-7%	-8%	-1%	1	-24%	?	-3%	0%
N=C1S/C(=C\c2ccc(-c3cccc(Cl)c3)o2)C(=O)N1c1nccs1
    25µM*	-2%	-17%	-3%	-5	-15%	3%	-4%	-12%
Cc1cccc(C)c1NC(=O)C1CC2CCC1C2 (stereo not given)
    20%	-1%	6%	1%	-6	-12%	17%	3%	-3%
COc1ccc(NC(=O)NNS(=O)(=O)c2cc(C)ccc2C)cc1OC
    -9%	-3%	13%	22%	-7	-23%	3%	-2%	7%
CCOC(=O)CSc1cc(C)nc(NC(C)=O)n1
    5%	-5%	7%	-10%	-1	-12%	0%	1%	-5%
Cn1c(COc2ccccc2C(C)(C)C)nc2ccccc21
    -7%	-3%	-11%	17%	4	3%	-9%	-10%	-11%

The closing 2 entries of the section before open the next one.
The line under a structure holds: Vif-APOBEC3F blk	Glioma ERSR ind	TrxR1 inh	RGS4 inhibitor	LDHA block	USP1-UAF1 inh	IDH1 R132H inh	Vif-APOBEC3G blk	TrxR1 substrate
CCOC(=O)CSc1cc(C)nc(NC(C)=O)n1
    5%	-5%	7%	-10%	-1	-12%	0%	1%	-5%
Cn1c(COc2ccccc2C(C)(C)C)nc2ccccc21
    -7%	-3%	-11%	17%	4	3%	-9%	-10%	-11%
CN(C)CCN(C(=O)c1ccc2ccccc2c1)c1nc2c(F)cccc2s1
    2%	-3%	-6%	-29%	1	-18%	0%	-2%	-5%
CCOc1ccc(-n2nc3ccc(NC(=O)c4ccc(C)cc4C)cc3n2)cc1
    1%	1%	13%	8%	1	-21%	9%	-1%	15%
COC(=O)c1ccc2nc(C)cc(Nc3ccc(N(C)C)cc3)c2c1
    -5%	-4%	4%	-7%	-1&0	8%	1%	3%	-2%
Cc1ccccc1-c1nc(CN2CCC(C(=O)NCc3cccs3)CC2)c(C)o1
    6%	-3%	5%[57.1 µM]	-20%	2	-19%	-1%	-1%	9%[57.1 µM]
CCn1nnc(-c2ccccc2NS(=O)(=O)c2ccc(S(=O)(=O)N3CCCCCC3)cc2)n1
    -6%	-3%	19%	10%	-3	-11%	-1%	3%	3%
CC1(C)Oc2ccc(C(=O)N3CCOCC3)cc2N(CC(=O)N2CCOCC2)C1=O
    7%	-7%	5%[11.4 µM]	-16%	-3	-9%	1%	5%	6%[11.4 µM]
COc1cc(O)c2c(c1)OC(C)(C)CC2=O
    3%	-2%	17%[57.1 µM]	4%	-4	-7%	2%	0%	7%[57.1 µM]
C/C(=N\NS(=O)(=O)c1ccc(C)cc1)c1cc2ccccc2oc1=O
    -6%	5%	16%[57.1 µM]	-49%	-1	?	6%	-8%	-13%[57.1 µM]
CCC(C)c1ccc(NC(=O)N2CCOCC2)cc1 (stereo not given)
    -1%	-1%	12%[57.1 µM]	-12%	-11	-16%	0%	2%	7%[57.1 µM]
CCc1ncc(CN2CCCC(C(=O)Nc3cccc(-c4cccc(C)c4)c3)C2)cn1 (stereo not given)
    -9%	-4%	1%	-16%	1	-25%	9%	0%	-7%
COc1ccc(CNC(=O)[C@H](C)[C@@H]2C[C@@]2(C)[C@@H](NC(=O)OCc2ccccc2)c2ccccc2)cc1OC
    1%	-1%	37%	-19%	0	-4%	-1%	0%	-2%[57.1 µM]
CCC(=O)c1ccc(OC(=O)Cc2ccc(OC)cc2)cc1
    6%	-1%	-7%	10%	-12	-8%	0%	-2%	-11%
CCN(CC)C(=O)C(=O)c1cn(CC(=O)NCC2CCCO2)c2ccccc12 (stereo not given)
    12%	-1%	-6%[57.1 µM]	13%	-5	-9%	4%	1%	-9%
COc1ccc(Br)cc1C(=O)Nc1ccc(C(=O)NCC(C)C)cc1
    0%	4%	4%[57.1 µM]	3%	0	-4%	-1%	-1%	-5%
CCn1cc(C(=O)NCc2ccccc2Cl)c(=O)c2cc(S(=O)(=O)N3CCOCC3)ccc21
    7%	-1%	10%	-6%	-3	-5%	-6%	-1%	0%
CCN(CC)CCNS(=O)(=O)c1ccc(C(=O)NN)cc1
    0%	-2%	5%	?	-2	-24%	0%	-4%	2%
COc1ccc(-c2nn(CC(=O)Nc3ccccc3F)c3c2cnc2ccc(F)cc23)cc1
    4%	1%	24%[57.1 µM]	-12%	0	-36%	13%	-1%	5%[57.1 µM]
COc1ccc(-n2c(=O)c3ccccc3n(CC(=O)NC3CCCC3)c2=O)cc1
    -3%	-1%	14%[57.1 µM]	-24%	-5	-5%	4%	1%	8%[57.1 µM]
CCOC(=O)c1nnn(CC(=O)Nc2cc(C)cc(C)c2)c1C(=O)OCC
    -2%	-2%	14%	-18%	0	?	7%	-5%	-5%
O=C(c1cccs1)N(Cc1ccco1)c1nc(-c2ccc(F)cc2)cs1
    3%	-1%	-26%	-19%	0	-25%	3%	5%	0%
Cc1ccc(C(C)NC(=O)c2ccc3c(c2)OCO3)cc1C (stereo not given)
    -10%	-1%	21%	-6%	-3	-24%	-1%	-21%	0%
CCOc1ccc(C(=O)Nc2nccs2)cc1[N+](=O)[O-]
    0%	?	5%[57.1 µM]	-39%	-4	?	7%	3%	5%[57.1 µM]
CCCn1nnnc1NCc1ccccc1OCC
    4%	0%	8%	-8%[56.9 µM]	-5	-6%	-12%	-2%	-5%
COc1ccc(C(CNC(=O)c2cccc(S(=O)(=O)Nc3ccc(F)cc3)c2)N2CCOCC2)cc1 (stereo not given)
    5%	-6%	19%	-12%	-8	-13%	-9%	3%	2%
O=C(Cn1nc(-c2ccccc2)nc1-c1ccccc1)N1CCOCC1
    -7%	-3%	4%[57.1 µM]	-23%	0	-11%	6%	1%	13%[57.1 µM]
Cc1ccc(C(=O)Nc2ccccc2NC(=O)c2ccc(C)o2)o1
    -2%	-4%	2%	-6%	-5	-7%	1%	1%	1%
O=c1cnnc(N/N=C/c2cccs2)[nH]1
    4%	2%	-7%	1%	-10	-3%	-13%	-7%	-10%
Cc1ccc(NC(=S)NC2CCN(Cc3ccccc3)CC2)cc1C
    -2%	-1%	-17%[57.1 µM]	0%	-8	-18%	2%	1%	-6%[57.1 µM]
O=C(OCc1cc(Cl)ccc1OC(F)F)c1cncc(Br)c1
    -8%	-3%	32%[activator][57.1 µM]	2%	-5	-19%	-1%	-2%	7%
COc1cc2c(cc1OC)C(O)=CC(=O)C2=O
    -2%	0%	.	.	10	-26%	14%	3%	.
O=C(COC(=O)Cc1n[nH]c(=O)c2ccccc12)Nc1ccc(Cl)cn1
    0%	-3%	12%	-23%	-2	-9%	-8%	0%	-1%
COc1ccc(NC(=O)CCCn2c(=S)[nH]c3ccccc3c2=O)cc1
    -5%	-2%	28%	15%	-5	-2%	9%	-1%	3%
CC(=O)Nc1nc(C)c(-c2csc(Nc3cccc(C(C)=O)c3)n2)s1
    5%	-2%	10%	-16%	7	-27%	-1%	-19%	-3%
COc1ccc(NC(=O)CCC(=O)Nc2cc(OC)c(NC(=O)c3ccco3)cc2OC)c(OC)c1
    -23%	-3%	1%	7%	-5	-6%	1%	1%	3%
COc1cc(NC(=O)Cn2nnc(-c3ccccc3N)n2)cc(OC)c1
    -2%	-5%	18%	2%	-7	-15%	-4%	-2%	6%

Screens: PubChem, National Center for Advancing Translational Sciences (NCATS)

Some of the compounds tested; the hit share may differ from the screen's.
